Rin1 Abl inh = inhibitors of human Rin1-Abl protein interaction | TR-FRET Rin1/Abl binding, biochemical | P00519+Q13671 | inhibition, % at 7.35 µM | 0.4% of 360,000 active; in the data active = inhibition above about 5%, passing the limit was not always enough
eLon inh = E. coli protease La inhibition | P0A9M0 | purified E. coli Lon protease, fluorescence polarization | inhibition, % at 7.94 µM | 0.42% of 360,000 active | AID 602123; in the data active = inhibition above about 13%, passing the limit was not always enough;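 note: 0% = enzyme with probe and DMSO and 100% = no enzyme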
bovine MsrA act = bovine methionine sulfoxide reductase A activation. purified bovine MsrA, absorbance read-out. activation, % at 10.6 µM. 0.3% of 360,000 active. AID 602163; in the data active = activation above about 7.5%;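 note: 0% = vehicle and 100% = reference activator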
Neddyl block = blocks human cullin neddylation | TR-FRET cullin neddylation, biochemical | calls only at 25 µM | 0.58% of 360,000 active | AID 651699; in the data active = inhibition above about 36%
FAS TE block = inhibitors of human fatty acid synthase thioesterase domain | P49327 | recombinant FAS-TE, OMFH fluorogenic substrate, fluorescence endpoint | inhibition, % at 15 µM | 0.67% of 360,000 active | AID 602261;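 active = compounds whose normalised, plate-corrected inhibition of enzyme fluorescence in the single-dose primary screen is 50% or more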;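 note: 0% = DMSO with enzyme and 100% = substrate without enzyme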
MLLE-PAM2 inh = blocks PAM2 peptide binding to the PABP1 MLLE domain; 0.36% of 360,000 active; inhibition, % at 20 µM; GST-MLLE / FITC-PAM2 fluorescence polarization; AID 588489; P11940; in the data active = inhibition above about 35%, passing the limit was not always enough;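 note: plate controls were DMSO wells with GST-MLLE for no effect and wells lacking GST-MLLE protein for full effect; some results filed as inactive read as strong as hits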
Target sequence (P11940 whole entry, looked up, the tested form may be a part): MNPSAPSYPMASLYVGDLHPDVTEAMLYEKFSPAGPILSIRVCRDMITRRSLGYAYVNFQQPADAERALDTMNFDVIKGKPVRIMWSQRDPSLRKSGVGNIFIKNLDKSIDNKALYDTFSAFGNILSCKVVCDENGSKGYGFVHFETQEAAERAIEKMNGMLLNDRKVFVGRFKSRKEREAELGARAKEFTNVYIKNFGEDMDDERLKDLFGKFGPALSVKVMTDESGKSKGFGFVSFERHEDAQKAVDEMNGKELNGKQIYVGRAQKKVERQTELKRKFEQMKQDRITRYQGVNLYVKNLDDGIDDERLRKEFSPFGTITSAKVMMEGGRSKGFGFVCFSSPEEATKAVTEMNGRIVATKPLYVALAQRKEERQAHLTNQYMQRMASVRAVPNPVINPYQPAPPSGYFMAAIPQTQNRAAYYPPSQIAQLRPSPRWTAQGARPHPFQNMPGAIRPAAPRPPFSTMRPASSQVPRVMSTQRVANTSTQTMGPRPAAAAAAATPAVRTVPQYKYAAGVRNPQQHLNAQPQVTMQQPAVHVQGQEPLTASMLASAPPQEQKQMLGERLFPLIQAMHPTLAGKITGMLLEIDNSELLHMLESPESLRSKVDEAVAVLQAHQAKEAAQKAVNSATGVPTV
CSN inh = inhibitors of human CSN-mediated cullin deneddylation; inhibition, % at 12.5 µM; AID 651999; 0.38% of 360,000 active; Purified CSN, SCF-Nedd8-OG deneddylation, fluorescence polarization;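 active = pattern-corrected inhibition above about 35%, with an unprinted fluorescence ratio check between 0.5 and 1.5, limit read from the data, passing the limit was not always enough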;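 note: 0% = enzyme with substrate and 100% = substrate without enzyme; some results filed as inactive read as strong as hits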
Target sequence (Q92905 whole entry, looked up, one chain of several): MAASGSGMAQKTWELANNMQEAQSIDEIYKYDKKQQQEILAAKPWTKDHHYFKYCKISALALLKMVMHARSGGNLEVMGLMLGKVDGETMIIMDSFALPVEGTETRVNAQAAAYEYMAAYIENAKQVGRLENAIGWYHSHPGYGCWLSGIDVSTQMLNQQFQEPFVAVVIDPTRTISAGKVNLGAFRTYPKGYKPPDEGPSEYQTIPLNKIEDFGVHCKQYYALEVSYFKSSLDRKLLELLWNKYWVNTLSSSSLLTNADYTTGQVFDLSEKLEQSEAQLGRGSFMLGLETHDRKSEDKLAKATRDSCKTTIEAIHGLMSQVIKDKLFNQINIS
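Test system: Human Csn5 produced in HEK293T cells | Compound: 12.5 µM single point | Times: 90 min, room temperature | Signal: Fluorescence polarization readout | Read-out basis: % inhibition of substrate cleavage by Csn5 | Controls: no-enzyme wells high, enzyme-with-substrate wells low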
Tb MetRS inh = Trypanosoma brucei MetRS inhibition. purified T. brucei MetRS, ATP depletion, Kinase-Glo luminescence. inhibition, % at 11.9 µM. 0.4% of 360,000 active. AID 624268;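 active = inhibition above a per-plate cutoff of the control wells' mean inhibition plus 3 SD, cut at about 5.5% in these data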;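 note: 0% = DMSO wells median and 100% = median of wells with control inhibitor compound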
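Measured by: Kinase-Glo luciferase luminescence reporting remaining unconsumed ATP. Material: purified T. brucei MetRS enzyme. Doses: 11.9 µM compound single dose, 0.9% DMSO. Medium: HEPES buffer containing pyrophosphatase, BSA, spermine, DTT. Times: 15 min preincubation, 2 h reaction, all 25 °C. Reagent: methionine, ATP and bulk E. coli tRNA.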
MsrA inh = bovine MsrA inhibition; inhibition, % at 15.5 µM; purified bovine MsrA, absorbance read-out; 0.75% of 360,000 active; in the data active = inhibition above about 4.5%;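 note: 0% = vehicle wells with enzyme and 100% = reference inhibitor wells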
* hit, by the source's call; i = inactive; x = no result given; + = active, no number.

SMILES	Rin1 Abl inh	eLon inh	bovine MsrA act	Neddyl block	FAS TE block	MLLE-PAM2 inh	CSN inh	Tb MetRS inh	MsrA inh
Cc1ccc(C(F)(F)F)cc1NC(N)=S	3.8	2.2	-2.7	i	7.0	-24.6	-0.2	-0.4	0.4
CC1=C(C(=O)N2CCCCCC2)CC(CC(=O)NC2CCCCC2)C(=O)N1CCC1=CCCCC1 (stereo not drawn)	x	-6.2	-3.3	i	7.9	x	-2.6	-0.2	-1.2
CC1=C(C(=O)OCc2ccccc2)C(c2ccsc2)C(C#N)=C(N)O1 (stereo not drawn)	-0.1	-7.4	3.2	i	6.6	12.5	1.3	-0.8	1.0
COC(=O)c1ccc(NC(=O)C2CC2)o1	2.9	-10.3	-0.5	i	-6.3	-10.5	-8.9	-0.8	0.2
COc1cccc(CNC(=O)c2ccc(CS(=O)c3ccccc3)o2)c1 (stereo not drawn)	1.2	-0.1	-1.3	i	-4.7	3.9	4.7	0.3	-0.4
COc1cccc(NC(=O)NC2CCCCCCC2)c1	-0.4	-1.5	-13.1	i	6.4	12.3	0.9	-0.4	1.7
C=CCc1ccc(OC(=O)c2ccccc2)c(OC)c1	0.2	-5.8	-2.8	i	20.2	-10.1	-2.9	-1.0	-0.3
O=C(CCCc1ccccc1)Nc1nnc(C(F)(F)F)s1	-1.0	1.2	-0.8	i	6.1	-4.0	6.8	0.2	-0.3
CCOC(=O)C1=C(COC(=O)c2ccc(C)c(S(=O)(=O)N3CCOCC3)c2)NC(=O)NC1C (stereo not drawn)	-1.0	-1.7	-4.7	i	1.8	-2.5	-6.7	-0.4	-0.6
CCOc1ccccc1N1CCN(C(=S)NCc2ccccc2)CC1	4.6	-15.7	-6.7	i	2.0	-16.6	-4.0	-1.6	0.3
COc1ccc(-c2cc(=O)c3cc(O)ccc3o2)cc1	0.7	-5.2	-7.2	+	-5.3	1.4	0.9	0.3	2.2
COc1cccc(N2CCN(S(=O)(=O)c3c(C)[nH]c(C)c3C(=O)N3CCCC3)CC2)c1	-2.0	-0.8	0.4	i	-7.7	-2.8	-2.5	0.2	-2.1
Cn1cc(Cl)c(C(=O)N(Cc2ccccc2)c2ccccn2)n1	-3.8	-6.7	-2.0	i	-0.9	-1.4	0.9	-0.1	-0.3
C[C@@H](NC(=O)c1[nH]cnc1C(=O)Nc1ccccc1F)c1ccccc1	-0.5	5.5	0.1	x	2.3	-2.4	2.8	-1.0	-1.0
COc1cc(C(=O)COC(=O)CNC(=O)C2CCCCC2)cc(OC)c1OC	-4.9	-2.5	-4.6	i	-6.4	-6.6	0.6	-0.8	0.3
CCOc1ccc(NC(=O)/C(C#N)=C\c2ccc(N3CCCC3)c(C)c2)cc1	3.1	-136.3	-1.5	i	-43.5	-95.3	46.8*	-0.3	-1.0
O=C(NC(Cc1ccccc1)C(=O)N1CCc2ccccc2C1)c1ccccc1 (stereo not drawn)	-0.6	2.5	0.3	i	8.8	-10.8	-0.8	-0.1	2.3
Cc1nn(CC(=O)Nc2cc(S(=O)(=O)N(C)C)ccc2Cl)c(C)c1[N+](=O)[O-]	-4.8	7.2	-1.8	i	-0.2	5.1	-2.5	0.4	-0.1
CC1CCCN(C(=O)CNC(=O)Cn2ccc3ccccc3c2=O)C1 (stereo not drawn)	4.7	2.0	-4.6	i	-8.3	1.0	-1.6	-0.1	1.3
CCOc1ccc(CCNC(=O)c2cc(S(=O)(=O)N3CCOCC3)ccc2C)cc1OCC	-2.8	-14.8	-3.8	i	-4.1	-3.9	1.1	-0.2	0.5
CCNC(=S)NNC(=O)c1cc(C)nc2ccccc12	-0.8	-3.1	-1.9	i	-7.4	-0.7	3.7	0.0	-0.2
Nc1ccccc1SCC(=O)Nc1ccc2c(c1)OCCO2	0.4	-3.5	-1.3	i	-2.3	31.4	-1.7	-0.5	-1.1
CC(=O)NC(c1ccc(F)c(F)c1)c1nc(-c2cccc(C(C)C)c2)cs1 (stereo not drawn)	-1.9	-7.5	-1.9	i	25.4	14.6	-0.9	-0.6	-0.3
Cc1nn(Cc2ccccc2)c(C)c1NC(=O)CCCn1nc([N+](=O)[O-])c(Cl)c1C	3.5	3.1	-10.0	i	17.5	4.6	-5.0	-1.7	-0.4
Clc1ccccc1/C=N/N1CCN(Cc2ccccc2)CC1	0.8	-5.9	-3.4	i	11.9	-6.8	4.6	-1.1	-1.2

Continued; the last five above are carried over.
SMILES	Rin1 Abl inh	eLon inh	bovine MsrA act	Neddyl block	FAS TE block	MLLE-PAM2 inh	CSN inh	Tb MetRS inh	MsrA inh
CCNC(=S)NNC(=O)c1cc(C)nc2ccccc12	-0.8	-3.1	-1.9	i	-7.4	-0.7	3.7	0.0	-0.2
Nc1ccccc1SCC(=O)Nc1ccc2c(c1)OCCO2	0.4	-3.5	-1.3	i	-2.3	31.4	-1.7	-0.5	-1.1
CC(=O)NC(c1ccc(F)c(F)c1)c1nc(-c2cccc(C(C)C)c2)cs1 (stereo not drawn)	-1.9	-7.5	-1.9	i	25.4	14.6	-0.9	-0.6	-0.3
Cc1nn(Cc2ccccc2)c(C)c1NC(=O)CCCn1nc([N+](=O)[O-])c(Cl)c1C	3.5	3.1	-10.0	i	17.5	4.6	-5.0	-1.7	-0.4
Clc1ccccc1/C=N/N1CCN(Cc2ccccc2)CC1	0.8	-5.9	-3.4	i	11.9	-6.8	4.6	-1.1	-1.2
O=C(O)c1cc2cc(Cl)ccc2oc1=O	-2.7	1.8	-0.7	i	-1.4	8.8	-3.0	0.0	1.1
CC(C)N1CCC(NC(=O)NC2CCCCC2)CC1	2.6	5.2	-3.9	i	-7.1	0.2	3.0	-0.1	-1.1
CCS(=O)(=O)N1Cc2ccccc2CC1C(=O)Nc1ccc(F)c(F)c1F (stereo not drawn)	0.4	-2.4	-10.2	i	-3.2	-7.9	3.2	-1.1	0.4
O=C(C1=NOC2(C1)C(=O)Nc1ccccc12)N1CCOCC1 (stereo not drawn)	x	-0.2	-1.4	i	-14.9	x	-2.2	-0.7	0.1
COc1ccccc1Nc1nc(NCc2ccco2)nc(N)c1[N+](=O)[O-]	-0.6	-17.2	-3.1	i	5.1	-4.5	1.6	0.1	2.2
CC(=O)NCCNc1nc2c(-c3cccc(C)c3)nnn2c2ccccc12	-0.3	-2.7	-1.6	x	2.0	9.3	1.3	0.7	0.9
C=CCNc1nc(C)c(CNc2c(C)cc(C)cc2C)nc1C#N	2.4	-0.9	-3.5	i	19.2	13.2	1.1	0.2	0.1
COc1ccccc1NC(=O)CSc1ccc(-c2ccc(-n3ccnc3)cc2)nn1	-1.3	3.7	-8.9	i	-2.0	0.2	4.5	-0.5	1.8
CCn1c(-c2ccccc2SC)n[nH]c1=S	0.2	3.5	0.0	i	-7.1	-46.5	-7.4	-0.1	0.9
CCN(CC)S(=O)(=O)c1cc(C(=O)Nc2ccccc2C(=O)O)ccc1OC	3.0	-2.4	-3.1	i	-1.9	1.9	1.2	-0.2	-0.7
COc1ccc(CCNC(=O)C2CCCN2C(=O)Nc2ccccc2)cc1OC (stereo not drawn)	-2.6	5.5	-4.5	i	-6.8	-4.2	-1.8	-0.4	0.6
COC(=O)c1ccc(NC(=O)CCN2CCN(CCC(=O)Nc3ccc(C(=O)OC)cc3)CC2)cc1	-1.2	1.6	-3.3	i	-7.5	0.8	-2.9	-1.4	-0.5
O=C(CSc1ccccc1)Nc1ccc(N2CCN(c3ccccc3)CC2)c(F)c1	-0.4	-12.0	-3.3	i	-7.8	4.6	-1.4	-0.9	-1.0
O=C(CCc1ccc(S(=O)(=O)NC2CCCCC2)cc1)Nc1ccccc1	0.0	4.6	-3.6	i	4.6	-3.1	-0.9	-1.1	1.1
CN(Cc1cccs1)C(=O)CSc1nnnn1C	1.2	8.8	-4.3	i	-5.1	9.8	3.6	-1.0	0.3
C=CCN(C(=O)CCC(=O)Nc1cc(C)on1)C(C(=O)NC1CCCC1)c1ccc(Cl)cc1 (stereo not drawn)	3.0	-8.5	-2.5	i	1.6	2.1	-3.6	0.1	1.7
O=C1C(Cc2ccccc2)Nc2ncnc(N3CCc4ccccc4C3)c2N1Cc1ccccc1 (stereo not drawn)	0.9	-1.1	-1.9	i	7.5	14.2	-2.0	-0.2	x
CC(=O)N=c1sc2nc3ccccc3nc2n1N(C(C)=O)C(C)=O	-5.8	-2.5	-5.2	i	-5.7	23.6	3.0	-0.9	4.2
O=C(N/N=C/C=C/c1ccco1)C(O)c1ccccc1 (stereo not drawn)	-0.4	-9.3	-13.4	i	-10.2	4.8	24.2	-1.6	0.2
CC1=CS(=O)(=O)CC1Sc1ncn[nH]1 (stereo not drawn)	-2.1	-6.8	-7.2	i	-10.5	-5.3	4.7	-0.9	0.1
CC(C)(C)NNC(=S)Nc1ccc(S(=O)(=O)N2CCOCC2)cc1	0.1	9.8	-0.6	i	-3.3	-10.6	-3.2	0.0	-0.4
Fc1cccc(Cl)c1CSc1ncn[nH]1	0.5	-3.8	4.3	i	-14.9	-8.0	2.0	-0.9	1.1
COCCNC(=O)C1(C)Cc2c(-c3ccc(N(C)C)cc3)ccnc2O1 (stereo not drawn)	-0.4	-12.6	-4.8	x	-6.5	2.2	-4.4	-0.1	1.9
O=C(NCC(c1cccs1)N1CCOCC1)c1cc([N+](=O)[O-])ccc1Cl (stereo not drawn)	-0.5	-5.9	-3.5	i	22.7	3.1	-17.8	0.0	0.8
CCn1c(-c2ccccc2Cl)nn(CC(=O)Nc2ccc(OC)cc2)c1=S	0.3	-0.2	-3.8	i	-2.2	9.2	-0.3	-1.6	1.3
Following part:
SMILES	Rin1 Abl inh	eLon inh	bovine MsrA act	Neddyl block	FAS TE block	MLLE-PAM2 inh	CSN inh	Tb MetRS inh	MsrA inh
CC(O)c1ccc(OCCN(C)c2ccccn2)cc1 (stereo not drawn)	4.4	0.8	-6.5	i	-2.7	-15.4	2.0	-1.3	0.4
Cc1ccc(OC(C)C(=O)N(Cc2cccs2)C2CCS(=O)(=O)C2)cc1C (stereo not drawn)	-2.5	1.0	-3.0	i	-1.2	1.9	23.1	-0.1	1.3
CCN(CC)CCOC(=O)c1ccc(NC(=O)c2cn(-c3ccccc3)nc2-c2cccs2)cc1	-0.9	1.0	-9.8	i	19.4	4.8	-13.9	-0.3	-0.7
CCn1c(C)cc(C(=O)CSc2nnc(C3CC3)n2C2CC2)c1C	1.0	-3.8	1.7	i	-5.8	-2.2	-2.6	-0.3	0.7
CCC(C)(C)NC(=O)c1ccc(S(=O)(=O)N(C)c2ccccc2OC)cc1	-0.8	-12.1	-6.2	i	-0.1	-3.0	6.4	-0.4	0.2
COc1cccc(COC(=O)C2CCN(C(=O)c3ccc(F)cc3)CC2)c1OC	2.6	-7.3	-2.1	i	-4.2	-2.7	-2.1	-0.4	-0.8
COCCNC(=O)C(c1ccc(C)cc1)N(C(=O)CCC(=O)Nc1ccccn1)c1ccccc1C (stereo not drawn)	2.6	-1.5	-3.1	i	-2.9	5.3	5.9	0.3	0.0
Cc1cc(C)nc(SCC(=O)O)n1	-0.9	-3.4	7.7	i	-4.9	9.8	1.9	0.0	-0.4
O=C(NCCc1ccc(Cl)cc1)C12CC3CC(CC(O)(C3)C1)C2	-1.5	0.5	9.2*	i	-3.3	-3.1	-0.7	0.2	-0.5
CC1C(=O)CC(c2ccc([N+](=O)[O-])cc2)NC1c1ccc([N+](=O)[O-])cc1 (stereo not drawn)	3.6	-7.3	-1.6	i	51.5*	7.0	-0.8	-0.5	0.7
Cc1cc(C(=O)OCC(=O)N2CC(C)OC(C)C2)c(C)n1-c1ccccc1 (stereo not drawn)	-1.6	-12.6	-4.0	i	1.4	-2.1	-3.4	-0.2	-1.1
